Screens deposited in PubChem BioAssay by University of Kansas High Throughput Screening Laboratory.
mHTT CaM bind – disrupts binding of mutant huntingtin to calmodulin | inhibition, % at 15 µM | 190,000 tested, 3.6% active | AID 1671202 | AlphaScreen His-mHTT/GST-CaM binding, luminescence | P42858;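 also: 0% = both proteins with DMSO and 100% = one protein alone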
Target sequence (P42858 whole entry, looked up, stated change not applied): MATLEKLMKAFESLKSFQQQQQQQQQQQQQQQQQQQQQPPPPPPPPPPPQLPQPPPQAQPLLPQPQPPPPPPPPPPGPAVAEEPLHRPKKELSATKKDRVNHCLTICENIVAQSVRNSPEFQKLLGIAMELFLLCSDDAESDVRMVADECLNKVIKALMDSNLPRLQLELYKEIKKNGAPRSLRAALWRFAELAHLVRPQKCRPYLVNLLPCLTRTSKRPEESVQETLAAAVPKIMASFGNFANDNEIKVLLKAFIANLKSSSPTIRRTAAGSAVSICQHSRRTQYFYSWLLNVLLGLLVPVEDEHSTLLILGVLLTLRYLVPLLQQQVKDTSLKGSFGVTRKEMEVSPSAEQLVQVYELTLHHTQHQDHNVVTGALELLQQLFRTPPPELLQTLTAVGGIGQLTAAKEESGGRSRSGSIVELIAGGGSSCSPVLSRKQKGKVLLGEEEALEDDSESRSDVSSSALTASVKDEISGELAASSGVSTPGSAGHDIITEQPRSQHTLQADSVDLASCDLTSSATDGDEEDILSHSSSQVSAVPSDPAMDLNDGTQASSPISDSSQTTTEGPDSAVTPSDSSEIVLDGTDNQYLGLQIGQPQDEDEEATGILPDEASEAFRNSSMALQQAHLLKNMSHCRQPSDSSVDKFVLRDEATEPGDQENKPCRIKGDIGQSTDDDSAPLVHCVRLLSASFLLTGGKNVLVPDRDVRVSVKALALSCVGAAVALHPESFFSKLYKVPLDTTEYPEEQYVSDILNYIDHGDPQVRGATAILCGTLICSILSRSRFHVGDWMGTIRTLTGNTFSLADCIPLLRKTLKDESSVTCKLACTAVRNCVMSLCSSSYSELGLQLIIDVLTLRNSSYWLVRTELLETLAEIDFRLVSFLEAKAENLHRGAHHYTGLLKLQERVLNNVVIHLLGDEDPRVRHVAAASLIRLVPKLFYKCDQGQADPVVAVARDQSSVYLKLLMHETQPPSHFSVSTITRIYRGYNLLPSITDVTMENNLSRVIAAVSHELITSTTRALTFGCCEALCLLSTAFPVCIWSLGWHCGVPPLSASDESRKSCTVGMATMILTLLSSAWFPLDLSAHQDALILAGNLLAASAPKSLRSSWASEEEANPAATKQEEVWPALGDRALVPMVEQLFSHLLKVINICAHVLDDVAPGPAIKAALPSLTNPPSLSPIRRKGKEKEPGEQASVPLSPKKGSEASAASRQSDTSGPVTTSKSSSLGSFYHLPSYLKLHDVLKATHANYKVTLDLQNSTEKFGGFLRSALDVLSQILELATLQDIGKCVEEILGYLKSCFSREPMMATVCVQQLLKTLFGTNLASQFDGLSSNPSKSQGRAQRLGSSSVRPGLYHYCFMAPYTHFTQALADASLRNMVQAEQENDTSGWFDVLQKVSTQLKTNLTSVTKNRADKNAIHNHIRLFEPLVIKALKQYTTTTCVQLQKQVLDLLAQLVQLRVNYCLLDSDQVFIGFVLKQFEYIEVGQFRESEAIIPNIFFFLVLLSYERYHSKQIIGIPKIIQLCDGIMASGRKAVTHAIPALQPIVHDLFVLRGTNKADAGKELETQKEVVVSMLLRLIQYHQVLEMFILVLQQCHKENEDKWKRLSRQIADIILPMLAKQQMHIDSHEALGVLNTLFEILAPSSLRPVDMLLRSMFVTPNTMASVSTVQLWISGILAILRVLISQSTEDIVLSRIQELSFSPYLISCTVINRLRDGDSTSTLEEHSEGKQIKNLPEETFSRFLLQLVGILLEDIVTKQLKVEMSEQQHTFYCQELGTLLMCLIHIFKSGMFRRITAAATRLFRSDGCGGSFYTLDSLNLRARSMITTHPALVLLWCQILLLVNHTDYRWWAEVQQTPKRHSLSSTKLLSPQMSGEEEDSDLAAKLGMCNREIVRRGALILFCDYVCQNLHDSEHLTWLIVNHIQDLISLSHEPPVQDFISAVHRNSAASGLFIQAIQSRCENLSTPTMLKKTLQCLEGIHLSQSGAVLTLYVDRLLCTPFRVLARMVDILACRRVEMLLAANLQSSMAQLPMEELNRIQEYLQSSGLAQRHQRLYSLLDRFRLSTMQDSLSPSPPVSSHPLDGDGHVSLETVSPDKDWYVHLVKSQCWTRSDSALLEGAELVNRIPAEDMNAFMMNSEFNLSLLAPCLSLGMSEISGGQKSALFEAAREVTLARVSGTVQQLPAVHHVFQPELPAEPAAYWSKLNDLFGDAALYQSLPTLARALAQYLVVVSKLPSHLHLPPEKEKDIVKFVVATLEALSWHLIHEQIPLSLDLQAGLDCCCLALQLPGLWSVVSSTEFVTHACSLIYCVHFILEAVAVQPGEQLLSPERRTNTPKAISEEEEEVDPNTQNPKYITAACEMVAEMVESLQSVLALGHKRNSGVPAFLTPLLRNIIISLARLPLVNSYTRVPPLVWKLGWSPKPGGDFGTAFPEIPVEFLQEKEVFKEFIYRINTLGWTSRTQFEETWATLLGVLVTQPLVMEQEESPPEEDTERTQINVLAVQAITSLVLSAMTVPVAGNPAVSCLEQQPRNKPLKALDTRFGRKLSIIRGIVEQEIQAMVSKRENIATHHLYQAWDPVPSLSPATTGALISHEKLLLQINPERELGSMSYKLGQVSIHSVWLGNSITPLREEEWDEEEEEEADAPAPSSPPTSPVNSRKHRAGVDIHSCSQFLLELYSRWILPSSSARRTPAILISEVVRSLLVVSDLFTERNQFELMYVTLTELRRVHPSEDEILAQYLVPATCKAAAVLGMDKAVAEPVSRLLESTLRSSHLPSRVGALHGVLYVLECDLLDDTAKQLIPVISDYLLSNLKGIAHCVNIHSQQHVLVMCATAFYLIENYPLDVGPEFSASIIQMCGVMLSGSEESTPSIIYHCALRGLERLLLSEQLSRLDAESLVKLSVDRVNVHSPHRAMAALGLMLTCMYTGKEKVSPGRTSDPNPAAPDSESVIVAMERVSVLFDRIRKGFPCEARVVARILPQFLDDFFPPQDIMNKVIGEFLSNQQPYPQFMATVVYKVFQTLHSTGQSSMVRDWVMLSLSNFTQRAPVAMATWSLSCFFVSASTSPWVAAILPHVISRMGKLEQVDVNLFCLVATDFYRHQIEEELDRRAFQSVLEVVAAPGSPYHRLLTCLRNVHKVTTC
Pf apPOL inh – Pf-apPOL DNA polymerase inhibition; Recombinant Pf-apPOL, molecular beacon fluorescence, 1.5 h; inhibition, % at 10 µM; 210,000 tested, 0.25% active; AID 1794808
Numbers without * were called inactive; i = inactive; · = no result given; & = joins results of further samples. Rule as the data show it: active = inhibition above about 50%; inactive = the rest.

Results follow in this order: mHTT CaM bind, Pf apPOL inh
- O=C(c1ccc(Cl)cc1)N1CCN(c2ccc([N+](=O)[O-])c(SCc3ccco3)c2)CC1
    25, -1
- C[C@@H]1NS(=O)(=O)[C@H]2C[C@@H]3C=C[C@]2(O3)[C@H]1OC(=O)Nc1ccc(C(F)(F)F)cc1[N+](=O)[O-]
    12, -2
- Cn1cnc2ccc(-c3noc(COc4ccc(Cl)cc4)n3)cc21
    -4, -6
- Cc1cc(C)c2c(n1)sc1c(=O)n(N=Cc3cn(-c4ccccc4)nc3C)cnc12
    ·, -2
- CC(C)(C)NC(=O)CSc1nc2ccc(Cl)cc2o1
    -8, -6
- COc1ccccc1NC(=O)NC(N)=O
    -8, -3
- O=C1C2C3C=CC(O3)C2C(=O)N1c1ccc(Br)cc1[N+](=O)[O-] (stereo not given)
    7, 5
- Brc1ccc(Cn2cnc3ccccc32)cc1
    5, -4
- C=CCNC(=O)c1c(O)c2cccc3c2n(c1=O)CC3
    7, -7
- C=CCn1c(=N)n(CC(=O)c2ccc(OC)cc2)c2ccccc21
    0, -2
- CCOc1cc2c(c([N+](=O)[O-])c1)NC(C1CC=CCC1)C1CC=CC21 (stereo not given)
    71*, 3
- CCCCN1CCS(=O)(=O)N(Cc2ccccc2Br)CC(C(=O)OC)C1 (stereo not given)
    -1, -7
- C=CCOc1ccccc1CN1CCOCC1
    0, -4
- O=C(Nc1cccnc1)c1nn2c(C(F)(F)F)cc(-c3ccco3)nc2c1Br
    11, 2
- COc1cc(OC)cc(C(=O)Nc2nc3c(C)cccc3s2)c1
    11, -10
- O=c1nc(-c2ccc(Cl)cc2)oc2ccccc12
    -2, 4
- O=C(CN1CCc2ccccc21)Nc1scc2c1c(=O)oc1ccccc12
    ·, -8
- c1cnc(-c2noc(COC3CCNCC3)n2)cn1
    -10, 1
- O=C(CC1Sc2ccccc2NC1=O)Nc1ccccc1SC(F)(F)F (stereo not given)
    6, -7
- CCC(=O)N1CCc2cc(N3CC(C(=O)NC4CC4)CC3=O)ccc21 (stereo not given)
    4, -1
- CCOc1ccc(N2C=C(C#N)S(=O)(=O)c3ccc(C)cc32)cc1
    -9, -2
- COc1ccc(C)cc1NC(=O)C(=O)NCCN1CCN(c2ccccc2F)CC1
    -4, 3
- Cc1ccc(N2CCC(NC(=O)c3ccc(C#N)cc3)C2=O)cc1 (stereo not given)
    -2, 1
- COc1ccc(S(=O)(=O)Nc2cc(Cl)ccc2Cl)cc1
    -8, 8
- CCC(=O)N1CCN(c2cc(Oc3cc(C)ccc3F)ncn2)CC1
    3, -4
- CCc1ccccc1NC(=O)CCCn1nc([N+](=O)[O-])c(Br)c1C
    -3, 3
- O=C(Nc1cc(Cl)ccc1Cl)c1cnc2n(c1=O)CCS2
    -4, -7
- Cc1ccn2cc(CC(=O)Nc3ccc(F)cc3)nc2c1
    -1, -2
- O=C1CCCN1c1ccc(S(=O)(=O)O)cc1
    -6, ·
- COc1ccc(-c2nc3s/c(=C\c4ccc(C)o4)c(=O)n3n2)cc1
    -2, -1
- c1ccc(C2NCCn3cccc32)cc1 (stereo not given)
    5, -4
- O=C(c1ccc(OCC2CCCN2C(=O)Cc2ccc(Cl)cc2)cc1)N1CCCC1 (stereo not given)
    11, -1
- CCOCCCNC(=O)c1cccc(C2CCCN(C(=O)c3ccc(C)cc3)C2)c1 (stereo not given)
    -4, -3
- Cc1ccc(S(=O)(=O)N(c2ccc(F)cc2)C(F)F)cc1
    -48, 1
- N#Cc1conc1-c1ccc2c(c1)OCO2
    -1, 1
- O=C(NCc1ccc(F)cc1)C1CCN(S(=O)(=O)N2CCCC2)CC1
    -5, -11
- O=C1c2ccc([N+](=O)[O-])cc2C(=O)N1CNc1ccc(I)cc1
    1, -1
- CSc1scc(-c2cccs2)c1CNC(=O)c1ccccc1Cl
    ·, -4
- COc1cc(C(C2C(=O)CC(C)(C)CC2=O)C2C(=O)CC(C)(C)CC2=O)ccc1O
    8, 7
- CCCc1nnc(NC(=O)c2ccncc2)s1
    -4, 2
- CC(=O)OC1=CCC2C3CCC4(C)CC(OC(C)=O)CCC4(C)C3C(OC(C)=O)CC12C (stereo not given)
    ·, -2
- O=C1Nc2cc(C(=O)N3CCN(C(=O)c4ccco4)CC3)ccc2N2CCCCC12 (stereo not given)
    13, 3
- COc1ccc(Cc2ccc(OC)c(N)c2)cc1N
    6, 2
- COC(=O)c1sc2cc(-c3ccc(F)cc3)sc2c1C
    ·, 0
- O=C(Nc1ccc2c(c1)OCO2)C1(S(=O)(=O)c2ccc(Cl)cc2)CC1
    33, 2
- COCCCNC(=O)CN1C(=O)/C(=C/c2ccccc2C)Sc2ccccc21
    17, 2
- COc1ccc2c(Cl)c(C(=O)n3nnc4ccccc43)sc2c1
    -2, -3
- c1cc(-c2nc3c(c(N4CCOCC4)n2)CCC3)ccn1
    5, -4
- Cc1cccc(Sc2nccnc2N2CCCC(C(=O)NCCN3CCOCC3)C2)c1 (stereo not given)
    10, -4
- CCN1CCN(CCCNC(=O)CCCN2C(=O)CCn3nc(C)cc32)CC1
    -1, -2

Following part:
Results follow in this order: mHTT CaM bind, Pf apPOL inh
- O=C(c1ccccn1)N1CCC2(CC1)NC(=O)N(Cc1ccc(Cl)cc1)C2=O
    1, -3
- CSc1cccc(NC(=O)N2CCCC2c2nc(-c3ccc(F)cc3F)no2)c1 (stereo not given)
    3, 1
- COc1ccc(-c2csc(/C(C#N)=C/c3ccc(Br)cc3)n2)cc1
    -34, -5
- Cc1cc(C2CCCN2Cc2ccc(C)c(C)c2)no1 (stereo not given)
    -15, -3
- Cc1ccc(OCC(O)CN)c(C)c1 (stereo not given)
    -1, 1
- CN1CCN(C(=O)c2ccc(-c3nc(-c4ccc(F)cc4)no3)cc2)CC1
    13, -3
- CC1CCc2c(sc(N=Cc3ccc(-c4cccs4)s3)c2C#N)C1 (stereo not given)
    1, ·
- COc1ccc(C=O)cc1OCc1cccc(F)c1
    -13, 2
- COc1ccc(-c2cn3c(C(=O)N4CCN(C(=O)c5ccco5)CC4)csc3n2)cc1
    12, -3
- Cc1ccc2c(N)c(C(N)=O)sc2n1
    2, 0
- CC(C)NC(=O)c1ccccc1NS(=O)(=O)c1ccccc1[N+](=O)[O-]
    -5, 0
- Cc1cc(C)c2c(N(C)C)nc(C(=O)NC(C)c3ccc(F)cc3)nc2n1 (stereo not given)
    15, -1
- Cc1cc(C)c(C#N)c(SCC(=O)Nc2ccccn2)n1
    -4, -5
- CSc1cnn(-c2ccccc2)c(=O)c1Cl
    -3, -2
- CN(C)CCCNC(=O)C1CCN(c2nc3ccc(-c4ccccc4)nc3s2)CC1
    17, -4
- COc1cc(C(=O)N2CCC3(CC2)CC(=O)c2ccccc2O3)cc(OC)c1OC
    18, -16
- O=C1OC(c2ccc(Cl)c([N+](=O)[O-])c2)=N/C1=C\c1cccnc1
    5, 4
- CN(Cc1ccccc1)S(=O)(=O)c1cc(C(=O)Nc2cc(Cl)cc(Cl)c2)ccc1F
    -6, 23
- COc1ccc(C(=O)Cn2c(C(F)(F)F)nc3ccccc32)cc1
    -4, -3
- Cc1ccc(S(=O)(=O)CCc2nnc(NC(=O)c3ccc(F)cc3)s2)cc1
    -3, 0
- CCCCNS(=O)(=O)C1CCS(=O)(=O)C1 (stereo not given)
    -4, -3
- CC1C(=O)N(c2ccc(Cl)cc2)CCN1C(=O)COc1ccc(Cl)cc1 (stereo not given)
    6, -3
- COc1ccc2[nH]c3c(c2c1)CCn1c-3nc2sc3c(c2c1=O)CCCCC3
    -47, -8
- CC(C)N1C(=O)C(C)(C(=O)Nc2ccc(F)cc2F)Oc2cccnc21 (stereo not given)
    -5, 4
- N#Cc1c(Sc2ccccc2)ncc2cc3ccccc3nc12
    2, 3
- CC(=O)NC1=NC(=O)/C(=C\c2cccc(F)c2)S1
    1, 16
- O=C(NCCC1CCCCN1S(=O)(=O)c1cccs1)C(=O)NCc1cccnc1 (stereo not given)
    -2, 8
- O=c1c(-c2cccc(Cl)c2)c(C(F)(F)F)oc2c(CN3CCOCC3)c(O)ccc12
    2, 0
- O=C(Nc1cccc(Br)c1)N1CCOc2ccccc21
    -9, 8
- Cc1ccc(C)c(-c2ccc(C(=O)O)o2)c1
    7, 14

Other compounds follow.
smiles | mHTT CaM bind | Pf apPOL inh
Cc1cc(NC(=O)c2ccccc2Cl)n(-c2ncnc3c2cnn3-c2ccccc2)n1 | -1 | -2
Cc1nc2n(c(=O)c1C)CCN2CC(=O)NCc1cccs1 | 4 | 1
CC1=N/C(=C\c2ccc([N+](=O)[O-])cc2)C(=O)N1c1ccc(C)cc1 | 11 | -1
COc1cc2c(cc1OC)C1(CCN(C)CC1)OCC2 | -1 | ·
CCCNc1cc(N2CCCC(CCC(=O)Nc3cccc(C)c3C)C2)ncn1 (stereo not given) | -1 | -7
O=C(CSc1nnc(-c2ccco2)n1-c1ccccc1)c1cccc([N+](=O)[O-])c1 | 18 | -6
O=C(CN1C(=O)C2C3CCC(C3)C2C1=O)Nc1ccc(F)cc1 (stereo not given) | 3 | 1
O=C(Nc1ccccc1Oc1ccccc1)c1cnccn1 | 1 | 0
Cc1ccc(-n2nc3c(c2NC(=O)C(C)Oc2ccccc2)CS(=O)(=O)C3)cc1 (stereo not given) | -5 | -5
COc1cccc(Nc2nnc(-c3cc4cc(OC)ccc4oc3=O)s2)c1 | 7 | -1
CCOc1ccc(N(C(C)C(=O)NC2CC3CCC2C3)S(C)(=O)=O)cc1 (stereo not given) | -2 | -55
CC(C)c1ccc(OCC(=O)O/N=C(\N)c2ccccn2)c(Br)c1 | i | -3
Cc1ccc(OCCOCCN2CCCC2)cc1 | 0 | -6
Cn1nc(C(=O)Nc2ccc(CC(=O)NCC(F)(F)F)cc2)ccc1=O | -11 | -5
Cc1ccc(N(C(=O)C23CC4CC(CC(C4)C2)C3)C2C=CS(=O)(=O)C2)cc1 (stereo not given) | 15 | -2
CCN(CC)C(=O)C1CCCN(c2ccc([N+](=O)[O-])cc2S(=O)(=O)N2CCCC2)C1 (stereo not given) | 0 | -2
O=C(C1CCCCC1)N1CCCC(c2ccnc(-c3ccc(F)cc3)n2)C1 (stereo not given) | 23 | -3
COc1cc(C)c(C)cc1S(=O)(=O)NCC1(CO)CC1 | -3 | -4
O=C(CSc1ncccn1)N1CCOCC1 | 3 | 4
CS(=O)(=O)N1CCN(CCNC(=O)c2cnc3ccccc3n2)CC1 | -12 | -2
CC1CCN(C(=O)C2(c3ccc(NC(=O)C(C)C)cc3)CCCCC2)CC1 | 13 | 3
COCCCn1cc(C(=O)Nc2cccc(C)n2)c2nn(-c3ccccc3)c(=O)c-2c1 | -3 | 0
COc1ccc(-n2ccnc(SCc3c(F)cccc3Cl)c2=O)cc1OC | -15 | -2
COc1ccc(C=C(C#N)c2ccccn2)cc1 | · | 1&-8
O=c1[nH]c(CN2CCN(c3ccc(F)cc3)CC2)nc2ccccc12 | -2 | 7
Nc1ncc(Cc2ccc(Cl)cc2Cl)s1 | 25&11 | 1&-1
COc1ccc(C(=O)COc2ccc3c(=O)c(-c4ccccc4OC)coc3c2)cc1 | -3 | 2
COc1ccc(C=C2C(=O)OC3(CCCC3)OC2=O)c(OC)c1 | 8 | -1
COCCNC(=O)CC1CCN(C(=O)c2[nH]c(C)c(C)c2C)CC1 | 4 | 1
Cc1ccc(NCC(O)COc2ccccc2)cc1C (stereo not given) | 34 | 0
Cc1ccc(C(=O)N2CC=C(C(=O)N(C)C)CC2)cc1C | 9 | -3
C#CCSc1nsc(SCC#C)c1C#N | · | -5&22
COc1cc(OC)cc(-c2nc(-c3ccc([N+](=O)[O-])cc3)no2)c1 | 14 | -2
C=CCSc1nnc2c(n1)OC1(Nc3ccccc3-2)C(=O)Nc2ccc(Br)cc21 (stereo not given) | 36 | -9
COc1cccc(C(=O)NCCN2CCN(c3ccccc3)CC2)c1 | 6 | -2
COc1cccc(C2=N/C(=C/c3ccc(Cl)c(Cl)c3)C(=O)O2)c1 | 19 | 10
CC(C)NC(=O)C12CC3CC(C1)CC(C(=O)NC(C)C)(C3)C2 | -2 | 0
Cc1csc(-c2coc3cc(OC4OC(CO)C(O)C(O)C4O)ccc3c2=O)n1 (stereo not given) | · | -8
Cc1ccc(NC(=O)CC(CC(=O)O)c2ccccc2)cc1Cl (stereo not given) | · | -14
COc1ccc(CC(=O)Nc2c3c(nn2-c2ccc(OC)cc2)CS(=O)(=O)C3)cc1 | 1 | -6
Nc1c(C(=O)NCCC2=CCCCC2)sc2ccc(S(=O)(=O)N3CCCCC3)cc12 | 32 | -30
O=c1oc2ccccc2n1S(=O)(=O)c1c(F)c(F)c(F)c(F)c1F | 14 | -2
Cc1ccc(-c2n[nH]c(=O)c3ccccc23)cc1S(=O)(=O)Nc1ccccc1 | 20&17 | 0&-4
O=C(NC1CC(O)C(CO)C1)C1(c2ccc(Cl)cc2)CCCC1 (stereo not given) | 1 | -2
Cc1oc2c(CN3CCCC3)c(O)ccc2c(=O)c1Oc1ccccc1Br | 6 | 3
CCc1onc(C)c1C1CCCN1C(=O)NCCc1ccccc1 (stereo not given) | -2 | -12
